# Screens as filed in PubChem.
# miR-122 sensor – miR-122 inhibition in Huh7 cells; Huh7 miR-122 Renilla luciferase sensor, 48 h; neutral wells = 0, positive control = 100; AID 602342; activation (reporter increase), % at 12.5 µM; actives 0.3% (n = 340,000);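 active = mean replicate activation score at least 90 and every replicate individually at or above 90; inconclusive = only one of the two criteria met; inactive = neither criterion met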;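 note: higher luciferase means less miR-122 activity so hits act as miR-122 inhibitors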
# PAX8 inh HTS – inhibitors of PAX8 transcriptional activity in RMG-I cells; inhibition, % at 12.6 µM; RMG-I TPO-luciferase reporter, SteadyGlo, 24 h; actives 1.2% (n = 360,000);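 active = mean replicate inhibition at least 60% with every replicate also reaching 60%; inconclusive = only one of the two criteria is met; inactive = mean below 60% and not all replicates reaching 60%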;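 note: luciferase light reporting Pax8 driven TPO promoter activity; plate controls were median of neutral control wells for no effect and mitoxantrone controls for full effect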
# CFTR F508del cor – CFTR F508del correction in bronchial cells; CFBE cells, YFP halide quenching; stimulated with forskolin plus potentiator P3; % fluorescence drop versus neutral controls; activity (quench increase), % at 7.58 µM; actives 0.36% (n = 350,000);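 active = mean added fluorescence quench of at least 8% versus neutral control, with both replicates also reaching 8%; inconclusive = only one of the mean or replicate conditions met; inactive = mean below 8% and not both replicates reaching 8%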;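 note: cells transiently co-express mutant CFTR-F508del with the halide-sensitive YFP; corrector assay measuring rescue of mutant channel to the surface after 24 h compound exposure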
# GSIS activator – primary screen for activators of insulin secretion dependent on glucose, INS-1E cells, GLuc reporter luminescence; activation, % at 16.6 µM; INS-1E GLuc reporter insulin secretion, 2-3 h; AID 743287; actives 0.61% (n = 370,000);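 active = lowest replicate activation of at least 40%, so every replicate reaches that level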;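 note: 0% = median of neutral control wells and 100% = median of IBMX positive control wells; some compounds called inactive have numbers as strong as hits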
# EWS-Fli inh – inhibitors of EWS/Fli oncoprotein transcriptional activity. A673 NR0B1-luciferase reporter, viability-normalised. inhibition, % at 12.6 µM. actives 0.67% (n = 350,000). AID 651661;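 active = mean inhibition of at least 50% after viability correction, with every replicate also passing that limit; inconclusive = mean reaches 50% but only one of two replicates passes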;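 note: firefly luciferase signal divided by Alamar Blue viability fluorescence both relative to DMSO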
# FN deposit inh – fibronectin deposition inhibition; AH1F fibroblasts, Alexa488-fibronectin deposition fluorescence, overnight; inhibition, % at 12.6 µM; actives 0.086% (n = 350,000); AID 743247;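 active = mean inhibition across replicates of 30% or more, regardless of how many single replicates reach that level; inconclusive = mean under 30% yet at least half of replicates reach 30%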;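 note: positive control wells lacked labelled fibronectin entirely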
#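 Material: AH1F fibroblast monolayer depositing Alexa488-labelled fibronectin into matrix | Input: 10000 AH1F cells/well | Medium: DMEM plus 2% serum, read in PBS | Reagent: Alexa488-fibronectin, 24 nM final in well | Compound dosing: One dose per compound, pinned | Schedule: 1 h adhesion, overnight exposure | Measured by: Fluorescence at 485 nm excitation, 525 nm emission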
# DENV2 CPE rescue – inhibitors of DENV2 cytopathic effect | DENV2-infected cells, cytopathic effect rescue, plate reader | actives 1.7% (n = 350,000) | AID 651640 | CPE inhibition, % at 9.99 µM; in the data active = CPE inhibition above about 20%, passing the limit was not always enough; inconclusive = no clear call, values can overlap the other calls; tested in BHK-21 cells;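 note: 0% = median of neutral control wells and 100% = median of positive control wells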
# Active calls of the source: *; u = inconclusive; x = no result given; [ ] = remark or other dose.
SMILES,miR-122 sensor,PAX8 inh HTS,CFTR F508del cor,GSIS activator,EWS-Fli inh,FN deposit inh,DENV2 CPE rescue
CC(=O)Nc1ccc(-n2nnnc2SCC(=O)N2CCN(C(=O)c3ccco3)CC2)cc1,-5,22,x,x,x,-1,x
COc1cc(N(C(=O)Cc2cccs2)C(C(=O)NC2CCCCC2)c2cccc(OC)c2OC)ccc1-n1cnnn1 (stereo not given),x,23,x,-14,x,0,x
COc1ccc(OC)c(-c2csc(NC(=O)Cc3ccc(F)cc3)n2)c1,20,-3,-1.4,-3,-9,-16,-2
CCOc1ccc(OCCC(=O)OCC(=O)NCCc2ccc(S(N)(=O)=O)cc2)cc1,-2,11,-0.8,-10,-6,-2,5
CN(C)c1ccc(C(=S)N2CCN(C(=S)Nc3ccccc3)CC2)cc1,0,15,-2.9,-2,8,-28,14
N#CCSc1ccccc1NC(=O)CN1C(=O)C(=O)N(Cc2ccccc2)C1=O,x,27,0.6,x,0,-5,41*
COC(=O)CN(c1ccccc1)S(=O)(=O)c1cc(Br)ccc1OC,0,-1,0.4,8,-8,3,0
CCC(C)Sc1nnc(CNS(=O)(=O)c2ccc(F)cc2)n1C (stereo not given),-6,-14,-0.9,17,1,4,-5
Cc1ccc(S(=O)(=O)n2nc(OC(=O)c3ccco3)cc2N)cc1,3,-16,x,x,x,9,x
O=C(CSc1nc2ccccc2c(=O)n1CC1CCCO1)Nc1ccccc1Cl (stereo not given),2,11,2.9,-12,-5,10,-3

# Gathered by group, those above with a carbonyl joined to an NH by a bond outside any ring
SMILES,miR-122 sensor,PAX8 inh HTS,CFTR F508del cor,GSIS activator,EWS-Fli inh,FN deposit inh,DENV2 CPE rescue
CC(=O)Nc1ccc(-n2nnnc2SCC(=O)N2CCN(C(=O)c3ccco3)CC2)cc1,-5,22,x,x,x,-1,x
COc1cc(N(C(=O)Cc2cccs2)C(C(=O)NC2CCCCC2)c2cccc(OC)c2OC)ccc1-n1cnnn1 (stereo not given),x,23,x,-14,x,0,x
COc1ccc(OC)c(-c2csc(NC(=O)Cc3ccc(F)cc3)n2)c1,20,-3,-1.4,-3,-9,-16,-2
CCOc1ccc(OCCC(=O)OCC(=O)NCCc2ccc(S(N)(=O)=O)cc2)cc1,-2,11,-0.8,-10,-6,-2,5
N#CCSc1ccccc1NC(=O)CN1C(=O)C(=O)N(Cc2ccccc2)C1=O,x,27,0.6,x,0,-5,41*
O=C(CSc1nc2ccccc2c(=O)n1CC1CCCO1)Nc1ccccc1Cl (stereo not given),2,11,2.9,-12,-5,10,-3

# Carrying on.
SMILES,miR-122 sensor,PAX8 inh HTS,CFTR F508del cor,GSIS activator,EWS-Fli inh,FN deposit inh,DENV2 CPE rescue
Cc1nc2ccn(Cc3ccccc3)c(=O)c2cc1C(=O)N1CCN(c2ccc(F)cc2)CC1,-7,12,-1.2,-20,x,-1,1
O=C(c1cnccn1)N1CC(=O)N2[C@@H](CO)[C@H](c3ccc(C#CC4CCCC4)cc3)[C@@H]2C1,x,x,-1.2,-1,2,13,-10
O=C1C(c2ccc(F)cc2)N(Cc2ccc3c(c2)OCO3)C(=O)CN1C1CCCCC1 (stereo not given),-3,x,3.7,-16,6,x,5
O=C(COC(=O)c1ccc(Cl)cc1[N+](=O)[O-])NNC(=O)c1cccs1,-5,x,-2.1,18,-9,-4,2
Cc1ccc(C)c(NC(=O)Nc2ccc3c(c2)OCO3)c1,-3,x,-4.3,x,-36,-5,-7
O=C(Nc1ccc(Cl)cc1)c1nc[nH]c1C(=O)NCCCCNC(=O)c1[nH]cnc1C(=O)Nc1ccc(Cl)cc1,5,-6,2.9,-18,5,-5,10
O=C(CSc1ncn[nH]1)Nc1ccc([N+](=O)[O-])cc1Br,x,-5,x,-7,-4,-11,0
CN(C)CC(=O)Nc1ccc2c(c1)[C@H]1C[C@@H](CC(=O)N(C)C)O[C@H](CO)[C@H]1O2,4[16.7 µM],x,-2.3,3,-8,-3,14
CN(C)Cc1cn(CC[C@H]2CC[C@@H](NC(=O)Nc3ccc4c(c3)OCO4)[C@H](CO)O2)nn1,-5[16.7 µM],0,-1.2,4,-8,-6,18
O=C(C[C@H]1CC[C@@H]2[C@H](COC[C@@H](O)CN2Cc2cccc(C(F)(F)F)c2)O1)NCCc1ccccc1,-6[16.7 µM],9,2.4,-19,-5,-2,1

# Full records, looked up by structure.
# `Cc1nc2ccn(Cc3ccccc3)c(=O)c2cc1C(=O)N1CCN(c2ccc(F)cc2)CC1` across the screens: miR-122 sensor: -7; PAX8 inh HTS: 12; CFTR F508del cor: -1.2; GSIS activator: -20; EWS-Fli inh: x; FN deposit inh: -1; DENV2 CPE rescue: 1
# `Cc1ccc(C)c(NC(=O)Nc2ccc3c(c2)OCO3)c1` across the screens: miR-122 sensor: -3; PAX8 inh HTS: x; CFTR F508del cor: -4.3; GSIS activator: x; EWS-Fli inh: -36; FN deposit inh: -5; DENV2 CPE rescue: -7

# Going on with the list:
SMILES,miR-122 sensor,PAX8 inh HTS,CFTR F508del cor,GSIS activator,EWS-Fli inh,FN deposit inh,DENV2 CPE rescue
Cc1ccc(S(=O)(=O)N(C)C[C@H]2OCCCC[C@H](C)Oc3ccc(NS(=O)(=O)c4cccs4)cc3C(=O)N([C@@H](C)CO)C[C@H]2C)cc1,2[16.7 µM],17,-0.9,6,-4,-4,1
CCCNC(=O)N(C)C[C@@H]1Oc2cc(-c3ccccc3)ccc2S(=O)(=O)N([C@H](C)CO)C[C@H]1C,11[16.7 µM],-16,-2.0,-4,-12,x,7
C[C@H]1[C@H](c2ccccc2)Oc2cc(Br)ccc2S(=O)(=O)N1Cc1cccc(F)c1,x,3,-1.6,-2,9,-1,u
CCNS(=O)(=O)c1ccc(-c2ccc(-n3cnnn3)cc2)cc1,5,22,-0.8,17,7,-13,9
COC1=C(Br)C(=O)c2ncccc2C1=O,x,-7,-0.4,5,-46,-2,2
C[C@H](CO)N1C[C@H](C)[C@H](CN(C)C(=O)Nc2ccccc2F)Oc2ncc(/C=C/c3ccccc3)cc2C1=O,-2[16.7 µM],14,0.9,-23,6,x,-1
O=C(c1ccc(Cl)cc1)c1cnc(Nc2ccccc2Cl)s1,0,-226,x,x,x,-4,x
CCC(=O)N1CCC2(CC1)CN(C(=O)NC1CCCC1)[C@@H](CO)c1c2c2ccc(OC)cc2n1C,x,x,0.9,-12,-3,x,-14
C[C@H]1CN([C@@H](C)CO)C(=O)c2cc(NC(=O)Nc3ccc4c(c3)OCO4)ccc2O[C@@H]1CN(C)C(=O)Nc1ccc(C(F)(F)F)cc1,-2[16.7 µM],39,2.4,-1,-58,4,7
Cc1nnc(SC(C)C(=O)Nc2c(C)n(C)n(-c3ccccc3)c2=O)n1N (stereo not given),x,7,-0.1,0,-3,1,17
S=C(NCc1ccco1)N1CCN(c2nc(-c3ccc(Cl)cc3)cs2)CC1,-2,7,-1.4,7,0,-9,-4
COC(=O)c1ccc(NC(=O)Nc2ccc(OC)c(OC)c2)cc1,x,-17,-1.8,18,-4,x,-7
Cc1ccc(S(=O)(=O)N[C@@H]2CC[C@H](CCn3cc(C4CCCC4)nn3)O[C@@H]2CO)cc1,x,13,0.1,10,x,1,-1
O=C(Cc1ccccc1)N1CCN(S(=O)(=O)c2ccc([N+](=O)[O-])cc2)CC1,x,-7,-0.9,-1,3,-17,0
O=C(Cn1cncn1)N/N=C/c1cccc(Cl)c1,x,19,1.7,-6,10,0,0
COc1cc(NC(=O)c2cc(-c3ccc4c(c3)OCO4)on2)cc(OC)c1OC,-19,-1,1.2,-23,15,9,5
Cc1ccc(C)c(NC(=S)NCCCN2CCOCC2)c1,x,4,-0.1,2,5,-3,-2
C/C(=N\NC(=O)c1nn(C)c(C)c1Br)c1ccc(NC(=O)C2CCCC2)cc1,-1,x,-1.7,x,-37,2,-10
COc1ccc(-c2ccc([C@@H]3[C@H](C#N)N[C@H]3CO)cc2)cc1,x,-46,0.0,4,-14,-6,-8
CO[C@@H]1CN(C)C(=O)c2ccc(NC(=O)c3ccc(F)cc3)cc2OC[C@@H](C)N(C(=O)c2ccc(F)cc2)C[C@@H]1C,-12[16.7 µM],8,-1.0,-9,4,-7,-3
NC(=NCCc1c[nH]c2ccccc12)NS(=O)(=O)c1ccc(F)cc1,x,-4,x,-16,17,-2,5
O=C(/C=N/O)NCc1cccnc1,-2,x,x,10,x,x,-8
CC(C)CCN1CCN(Cc2ccc(C#CCCO)cc2)CC1CCO (stereo not given),-5,-9,-1.9,13,-1,-4,2
O=C(C1CCCCC1)N1CC2(C1)[C@H](c1ccccc1)[C@H](CO)N2Cc1ccc(Cl)cc1,x,x,u,12,-4,-9,12
COCC(=O)N(C)C[C@@H]1Oc2cc(Br)ccc2S(=O)(=O)N([C@H](C)CO)C[C@@H]1C,4[16.7 µM],x,-2.6,6,-11,-10,0
CC(OC(=O)CC1Sc2ccccc2NC1=O)C(=O)N(C)Cc1ccccc1 (stereo not given),-1,9,3.5,-3,-45,-3,-7
CC(C)CCN(C(=O)c1cn2ccccc2n1)c1c(N)n(Cc2ccccc2)c(=O)[nH]c1=O,-6,6,0.3,-8,5,-5,-1
C[C@H](O)C#Cc1cnc2c(c1)C(=O)N([C@H](C)CO)C[C@H](C)[C@H](CN(C)C(=O)Nc1ccc(C(F)(F)F)cc1)O2,x,7,-1.5,8,-7,2,u
Cc1ccc(C)c(OCC(=O)O/N=C(\N)c2ccccn2)c1,-1,-226,x,x,x,3,x
C[C@H]1CN([C@@H](C)CO)C(=O)c2cccc(NC(=O)C3CC3)c2O[C@@H]1CN(C)C(=O)Nc1ccccc1,3[16.7 µM],-2,0.3,15,0,x,10
COc1ccccc1OCCCN1CCC(C(O)(c2ccccc2)c2ccccc2)CC1,x,-5,3.1,-33,0,-3,4
O=C(C(=O)N1CCc2ccccc2C1)c1c[nH]c2ccccc12,x,-1,x,5,-9,4,-5
COc1ccc2c3c([nH]c2c1)[C@@H](CO)N(C(=O)C1CCC1)CC31CCN(C)CC1,x,-19,0.4,13,-4,x,-1
CC(NS(=O)(=O)c1ccc(CCC(=O)NCc2cccnc2)cc1)c1ccccc1 (stereo not given),2,0,x,x,x,15,x
COC(=O)CC1(C(=O)OC)Oc2ccc(Br)cc2C(=O)N1c1cc(Cl)c(Cl)cc1Cl (stereo not given),x,52,-0.5,7,28,2,-2
O=c1[nH]c(C2CCN(S(=O)(=O)c3ccc(C(F)(F)F)cc3)CC2)nc2c1nnn2Cc1cccc(F)c1,x,5,0.9,-12,21,2,5
O=C(/C=C/c1ccc(S(=O)(=O)N2CCOCC2)cc1)NCCCn1ccnc1,-3,-40,-0.9,-1,-2,10,3
CCCCOc1ccc(C(=O)N/N=C/c2ccc(OCCN3CCCCC3)c(OC)c2)cc1,3,32,2.4,x,-2,-3,32*
COc1ccc2nc(Nc3sc4c(c3C(N)=O)CCCC4)sc2c1,7,-12,x,x,-34,-8,1
COc1ccc(N(CC(=O)Nc2ccc(F)c(F)c2)S(=O)(=O)c2c(C)n[nH]c2C)cc1,0,0,-2.3,2,x,-4,-4
O=C(C[C@H]1C[C@@H]2c3cc(NC(=O)NC4CCCCC4)ccc3O[C@@H]2[C@@H](CO)O1)NCc1ccncc1,1[16.7 µM],-18,-1.9,20,-1,2,-3
CC(=O)c1ccc(NC(=O)c2ccccc2-c2ccccc2C(=O)O)cc1,0,20,-1.2,2,-9,-3,-3
COc1ccc(S(=O)(=O)n2c(N)nc3ccccc32)cc1,-18,-30,0.1,18,-8,x,-6
O=C([C@@H]1[C@@H](CO)[C@@H]2Cn3c(cccc3=O)[C@@H]2N1Cc1cocn1)N1CCC(Cc2ccccc2)CC1,x,-9,x,3,-19,-10,0
Cc1cc(SCC(=O)N/N=C/c2cccnc2)nc2c(C)cccc12,x,-2,-1.2,9,-6,0,-1
